Screens as filed in PubChem BioAssay.
DAGLB inh: diacylglycerol lipase beta (human) inhibition; Q8NCG7; HEK293T DAGLB membrane lysate, EnzChek fluorogenic substrate; inhibition, % at 5.17 µM; 340,000 compounds, 0.059% hits; AID 504411; in the data active = inhibition above about 34%;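 also: 0% = enzyme with vehicle and 100% = wells lacking enzyme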
Target sequence (Q8NCG7 whole entry, looked up): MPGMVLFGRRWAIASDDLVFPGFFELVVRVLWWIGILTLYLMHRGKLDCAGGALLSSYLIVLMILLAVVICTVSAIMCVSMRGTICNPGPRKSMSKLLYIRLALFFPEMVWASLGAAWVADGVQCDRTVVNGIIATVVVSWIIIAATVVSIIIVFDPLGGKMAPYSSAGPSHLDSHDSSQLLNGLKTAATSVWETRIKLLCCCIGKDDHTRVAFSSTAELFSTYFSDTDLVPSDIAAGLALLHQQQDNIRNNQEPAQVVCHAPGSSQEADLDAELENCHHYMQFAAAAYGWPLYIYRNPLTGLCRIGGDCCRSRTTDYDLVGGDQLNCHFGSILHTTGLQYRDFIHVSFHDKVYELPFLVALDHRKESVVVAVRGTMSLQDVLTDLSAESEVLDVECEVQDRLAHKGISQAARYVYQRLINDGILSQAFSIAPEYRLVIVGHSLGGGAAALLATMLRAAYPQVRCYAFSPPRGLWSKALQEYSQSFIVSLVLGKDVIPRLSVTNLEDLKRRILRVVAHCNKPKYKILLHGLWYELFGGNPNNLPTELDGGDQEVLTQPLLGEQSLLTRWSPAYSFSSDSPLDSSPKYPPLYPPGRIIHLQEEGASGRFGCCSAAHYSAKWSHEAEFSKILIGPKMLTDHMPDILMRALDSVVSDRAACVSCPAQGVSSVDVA
SR-BI uptake up: activators of SR-BI mediated HDL lipid uptake. CHO ldlA[mSR-BI] cells, DiI-HDL uptake fluorescence, 3 h; 100 = double the neutral-control signal. activation, % at 12.5 µM. 320,000 compounds, 0.096% hits. AID 504775;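 active = mean replicate activation of at least 60% and every replicate at or above 60%; inconclusive = mean or all-replicate condition met, but not both; inactive = mean below 60% and not all replicates reaching 60%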;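 also: 0% = median plate neutral-control signal and 100% = twice that signal; values of inactives mirror those of a sister screen read the other way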
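Material: SR-BI-overexpressing, LDLR-lacking CHO cells | Dosing: Single compound concentration, delivered by pin transfer | Probe or stimulus: Labelled HDL, 10 µg/mL | Signal: Bottom-read cell fluorescence after medium removal, ex 550/em 595 nm | Schedule: 3 h, 37 °C | Evaluation: HDL uptake via cellular fluorescence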
PKA-R2B act: activators of human PKA-R2B complex | P22694+P31323 | PKA-R2B holoenzyme dissociation, Cy5-IP20 fluorescence polarization; R2B truncated from residue 108, S112A mutant; 0% DMSO only, 100% 113 µM cGMP | activation, % at 11.4 µM | 340,000 compounds, 0.079% hits;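 active = activation above a cutoff set at the mean over all compounds plus 3 SD, cut at about 18% in these data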;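 also: higher means more holoenzyme dissociation and a rise in polarization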
Target sequence (P31323 whole entry, looked up, other chains not shown, the tested form may be a part): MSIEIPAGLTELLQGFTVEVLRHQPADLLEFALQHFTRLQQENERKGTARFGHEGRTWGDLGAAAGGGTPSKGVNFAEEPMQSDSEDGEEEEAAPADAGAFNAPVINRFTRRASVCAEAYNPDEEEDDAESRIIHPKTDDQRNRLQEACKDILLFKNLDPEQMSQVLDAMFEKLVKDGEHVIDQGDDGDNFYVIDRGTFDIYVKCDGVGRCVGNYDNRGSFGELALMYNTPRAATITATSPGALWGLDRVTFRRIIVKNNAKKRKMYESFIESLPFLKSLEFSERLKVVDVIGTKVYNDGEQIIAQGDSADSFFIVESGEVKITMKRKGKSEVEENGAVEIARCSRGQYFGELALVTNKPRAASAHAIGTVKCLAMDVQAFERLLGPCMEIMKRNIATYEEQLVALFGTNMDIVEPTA
Cardiac RTF inh: cardiac RTF calcium desensitization; IANBD-labeled cardiac RTF, Ca2+ fluorescence; inhibition, % at 7.15 µM; 340,000 compounds, 0.12% hits;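 active = inhibition above the mean inhibition of all tested compounds plus 3 SD, cut at about 17% in these data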;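 also: assay run at fixed EC70 calcium of 1.6 mM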
CAL PDZ FP-1: blocks peptide binding to human CAL PDZ domain; inhibition, % at 20 µM; Q9HD26; AID 504414; 330,000 compounds, 0.02% hits; purified CAL PDZ, TMR-peptide fluorescence polarization, 1 h;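 active = highest replicate inhibition of at least 40%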;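 also: plate controls were DMSO neutral control wells for no effect and unlabeled competitor peptide control wells for full effect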
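System: tagged CAL PDZ domain. Schedule: 1 h room-temperature incubation prior to read. Signal: fluorescence polarization (mP). Measure: percent inhibition from loss of millipolarization.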
CAL PDZ FP-2: CAL PDZ (human) peptide binding inhibition | Q9HD26 | purified CAL PDZ, TMR-peptide fluorescence polarization, 1 h | inhibition, % at 24.9 µM | 300,000 compounds, 0.92% hits | AID 602252;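 active = mean inhibition of at least 30% with at least half of replicates also reaching 30%; inconclusive = no clear call, values can overlap the other calls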;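 also: 0% = DMSO neutral control and 100% = excess unlabeled competitor peptide PRC23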
LANA DNA inh: KSHV C-LANA DNA binding inhibition. inhibition, % at 9 µM. MBP-C-LANA/FAM-LBS DNA binding, fluorescence polarization. 340,000 compounds, 0.078% hits;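 active = highest replicate inhibition at or above 60% at 9 µM, even if other replicates fall short; inactive = all replicates below 60% inhibition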;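 also: 0% = neutral control wells and 100% = 4 µM acridine orange control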
cardiac RTF act: increases calcium sensitivity of human cardiac regulated thin filaments; P19429+P45379; IANBD-labeled TnC RTF fluorescence at EC20 calcium; 0% EC20 calcium, 100% full calcium; activation, % at 7.2 µM; 340,000 compounds, 0.24% hits; AID 493008;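 active = activation above the mean over all tested compounds plus 3 SD, cut at about 30% in these data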;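 also: rise in fluorescence read as greater calcium sensitivity of cardiac thin filaments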
Rtt109 HAT inh: C. albicans Rtt109 histone acetyltransferase inhibition. purified Rtt109/Vps75, ThioGlo CoA-SH fluorescence, 4 h. inhibition, % at 34.9 µM. 330,000 compounds, 0.16% hits;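 active = inhibition of at least 50% in every replicate; inconclusive = best replicate reaches 50% inhibition but some replicates fall short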
Keap1 Nrf2 FP: inhibitors of human Keap1-Nrf2 protein-protein interaction; AID 504523; 340,000 compounds, 0.15% hits; Keap1 Kelch-Nrf2 peptide fluorescence polarization, 1536-well; inhibition, % at 9.4 µM; Q14145; in the data active = inhibition above about 12%; inconclusive = no clear call, values can overlap the other calls; inactive = below about 7.3%;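 also: human Keap1 Kelch domain with fluorescein labeled Nrf2 9mer peptide probe; 0% = neutral control wells and 100% = peptide positive control; higher means more block of Keap1 binding to Nrf2 peptide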
The depositor's hits bear a star. This is a random part of the collection; any-hit rate near 1.6%.

`Cc1nnc(NC(=O)NCN2C(=O)C3C4C=CC(C4)C3C2=O)s1` (stereo unspecified) gave DAGLB inh 1, SR-BI uptake up 14, PKA-R2B act -3, Cardiac RTF inh -2, CAL PDZ FP-1 -0.2, CAL PDZ FP-2 -4, LANA DNA inh -0.6, cardiac RTF act 4, Rtt109 HAT inh 1 and Keap1 Nrf2 FP -6.
Screening S=C(Nc1ccccc1Cl)NC1CCN(Cc2ccccc2)CC1 returned DAGLB inh -3, SR-BI uptake up -9, PKA-R2B act -2, Cardiac RTF inh -3, CAL PDZ FP-1 -1.4, CAL PDZ FP-2 -4, LANA DNA inh -0.9, cardiac RTF act -6, Rtt109 HAT inh -8 and Keap1 Nrf2 FP -6.
Screening Cc1oc2c(c(C)cc3oc(=O)c(CC(=O)N[C@@H](CCCNC(N)=O)C(=O)O)c(C)c32)c1C returned DAGLB inh -2, SR-BI uptake up 4, PKA-R2B act -5, Cardiac RTF inh 1, CAL PDZ FP-1 -2.2, CAL PDZ FP-2 -6, LANA DNA inh 1.9, cardiac RTF act -6, Rtt109 HAT inh -10 and Keap1 Nrf2 FP 0.
`CCOC(=O)C1CCCN(c2c(Nc3ccc(C)c(C)c3)c(=O)c2=O)C1` (stereo unspecified) gave DAGLB inh 0, SR-BI uptake up 4, PKA-R2B act -19, Cardiac RTF inh -2, CAL PDZ FP-1 1.0, CAL PDZ FP-2 0, LANA DNA inh -0.5, cardiac RTF act 0, Rtt109 HAT inh 3 and Keap1 Nrf2 FP -3.
CCn1c(CSc2nc3ccccc3s2)nnc1SCC(=O)NCC(=O)OC was read as DAGLB inh -2, SR-BI uptake up -2, PKA-R2B act -3, Cardiac RTF inh -9, CAL PDZ FP-1 -0.5, CAL PDZ FP-2 -4, LANA DNA inh -1.1, cardiac RTF act -6, Rtt109 HAT inh 4 and Keap1 Nrf2 FP -1.
For O=C(CSc1nnc(Cn2c(=O)sc3ccccc32)n1CCc1ccccc1)N1CCOCC1 the results were DAGLB inh 2, SR-BI uptake up -2, PKA-R2B act -5, Cardiac RTF inh -4, CAL PDZ FP-1 -0.6, CAL PDZ FP-2 -4, LANA DNA inh 0.6, cardiac RTF act -1, Rtt109 HAT inh 0 and Keap1 Nrf2 FP 5.
`CN(Cc1nccs1)C(=O)c1cc(COc2cccc3cnccc23)on1` gave DAGLB inh -2, SR-BI uptake up 18, PKA-R2B act -1, Cardiac RTF inh -7, CAL PDZ FP-1 -0.7, LANA DNA inh 0.7, cardiac RTF act 2, Rtt109 HAT inh -5 and Keap1 Nrf2 FP -4.
Screening Cc1cc(C)c(NC(=O)COC(=O)c2ccncc2)c(C)c1 returned DAGLB inh 0, SR-BI uptake up 5, PKA-R2B act 2, Cardiac RTF inh 2, CAL PDZ FP-1 -0.5, LANA DNA inh 3.0, cardiac RTF act -3, Rtt109 HAT inh -15 and Keap1 Nrf2 FP -1.
`Cc1cc(C)c2c(c1)/C(=N/NS(=O)(=O)c1ccc(Br)cc1)CCC2` gave DAGLB inh -5, PKA-R2B act -12, Cardiac RTF inh -12, CAL PDZ FP-1 -4.8, CAL PDZ FP-2 -5, LANA DNA inh 0.6, cardiac RTF act -1, Rtt109 HAT inh -7 and Keap1 Nrf2 FP -1.
`CCCC(=O)Nc1cc(C)c(NC(=O)c2ccccn2)cn1` gave DAGLB inh -4, SR-BI uptake up -12, PKA-R2B act 0, Cardiac RTF inh 6, CAL PDZ FP-1 -2.5, CAL PDZ FP-2 -3, LANA DNA inh -1.7, cardiac RTF act 1, Rtt109 HAT inh 2 and Keap1 Nrf2 FP 3.
`COCCNc1nnc(SC(C)C(=O)Nc2c(C)n(C)n(-c3ccccc3)c2=O)s1` (stereo unspecified) gave DAGLB inh 1, SR-BI uptake up 1, PKA-R2B act -6, Cardiac RTF inh 17, CAL PDZ FP-1 0.4, LANA DNA inh -0.4, cardiac RTF act -4, Rtt109 HAT inh -5 and Keap1 Nrf2 FP 1.
`CC(C)c1nc(-c2ccccc2)c(-c2ccccc2)[nH]1` gave DAGLB inh 1, SR-BI uptake up 2, PKA-R2B act 2, Cardiac RTF inh -9, CAL PDZ FP-1 -0.4, CAL PDZ FP-2 2, LANA DNA inh -0.2, cardiac RTF act 3, Rtt109 HAT inh -4 and Keap1 Nrf2 FP -3.
For COc1ccc(/C=C2/N=C(SCC(=O)Nc3cc(C)on3)N(c3ccccc3)C2=O)cc1 the results were DAGLB inh -1, SR-BI uptake up 3, PKA-R2B act 2, Cardiac RTF inh -5, CAL PDZ FP-1 0.0, CAL PDZ FP-2 -2, LANA DNA inh -0.2, cardiac RTF act 6, Rtt109 HAT inh -6 and Keap1 Nrf2 FP -5.
Screening Cc1csc(SC(C)c2nc3scc(-c4ccccc4)c3c(=O)[nH]2)n1 (stereo unspecified) returned DAGLB inh -3, PKA-R2B act 2, Cardiac RTF inh -14, CAL PDZ FP-1 -0.9, CAL PDZ FP-2 0, LANA DNA inh 0.1, cardiac RTF act 0, Rtt109 HAT inh -4 and Keap1 Nrf2 FP 3.
Screening CC(/C=C1\SC(=S)N(C(C(=O)O)c2ccccc2)C1=O)=C\c1ccccc1 (stereo unspecified) returned DAGLB inh 10, PKA-R2B act -11, Cardiac RTF inh -17, CAL PDZ FP-1 -1.5, CAL PDZ FP-2 0, LANA DNA inh 0.4, cardiac RTF act -3, Rtt109 HAT inh 66* and Keap1 Nrf2 FP 0.
For Fc1cccc(CN2CCN(c3nc4nonc4nc3NC3CC3)CC2)c1 the results were DAGLB inh 1, SR-BI uptake up -23, PKA-R2B act -2, Cardiac RTF inh -6, CAL PDZ FP-1 -1.8, CAL PDZ FP-2 0, LANA DNA inh 2.4, cardiac RTF act 7, Rtt109 HAT inh -3 and Keap1 Nrf2 FP -1.
Screening CC1CCCC(C)N1C(=O)CN1CCN(c2nc(-c3ccc(F)cc3)cs2)CC1 (stereo unspecified) returned DAGLB inh -8, SR-BI uptake up -47, PKA-R2B act -2, Cardiac RTF inh -1, CAL PDZ FP-1 0.0, LANA DNA inh -0.4, cardiac RTF act -6, Rtt109 HAT inh 11 and Keap1 Nrf2 FP -1.
`COc1ccccc1NS(=O)(=O)c1cccc(C(=O)NNC(=O)c2ccc(O)c(Cl)c2)c1` gave DAGLB inh 4, SR-BI uptake up -12, PKA-R2B act -2, Cardiac RTF inh 3, CAL PDZ FP-1 0.5, CAL PDZ FP-2 11 and cardiac RTF act -8.
For NC1=NC[C@H](Cc2ccccc2)N1CCCCC1CCCCC1 the results were DAGLB inh 1, SR-BI uptake up -5, PKA-R2B act 1, Cardiac RTF inh -1, CAL PDZ FP-1 -0.9, CAL PDZ FP-2 1, LANA DNA inh 1.8, cardiac RTF act -1, Rtt109 HAT inh inconclusive and Keap1 Nrf2 FP 2.
`Cc1cc(=O)oc2cc(OCC(=O)N3CCc4ccccc4C3)ccc12` gave DAGLB inh -2, SR-BI uptake up -10, PKA-R2B act 2, Cardiac RTF inh -11, CAL PDZ FP-1 -0.7, CAL PDZ FP-2 -6, LANA DNA inh -3.3, cardiac RTF act 1, Rtt109 HAT inh 6 and Keap1 Nrf2 FP -1.
For Cn1cnnc1SCC(=O)c1cc2ccccc2oc1=O the results were DAGLB inh 7, SR-BI uptake up 0, PKA-R2B act -10, Cardiac RTF inh 2, CAL PDZ FP-1 0.3, CAL PDZ FP-2 12, LANA DNA inh -1.2, cardiac RTF act 0, Rtt109 HAT inh -7 and Keap1 Nrf2 FP 2.
For O=C(O)c1cccc(Cn2cc(Br)cn2)c1 the results were DAGLB inh -1, SR-BI uptake up 26, PKA-R2B act 4, Cardiac RTF inh -13, CAL PDZ FP-1 -2.1, CAL PDZ FP-2 -1, LANA DNA inh -0.1, cardiac RTF act -5, Rtt109 HAT inh -16 and Keap1 Nrf2 FP 3.
CC(C)(C)c1ccc(S(=O)(=O)N2CCN(C(=O)C3CCC3)CC2)cc1 was read as DAGLB inh -2, SR-BI uptake up -8, PKA-R2B act 0, Cardiac RTF inh -2, CAL PDZ FP-1 -0.8, CAL PDZ FP-2 -1, LANA DNA inh 0.0, cardiac RTF act -2, Rtt109 HAT inh -4 and Keap1 Nrf2 FP 4.
For O=C(OCC(=O)N1CCCC1=O)C1COc2ccccc2O1 (stereo unspecified) the results were DAGLB inh -2, SR-BI uptake up 13, PKA-R2B act -1, Cardiac RTF inh 6, CAL PDZ FP-1 -1.3, CAL PDZ FP-2 -3, LANA DNA inh -1.2, cardiac RTF act 1, Rtt109 HAT inh 3 and Keap1 Nrf2 FP -3.
For O=C(OCC#CCSc1nnc(-c2ccncc2)o1)c1sc2ccccc2c1Cl the results were DAGLB inh -2, SR-BI uptake up 6, PKA-R2B act -7, Cardiac RTF inh 6, CAL PDZ FP-1 -1.7, CAL PDZ FP-2 0, LANA DNA inh 1.3, cardiac RTF act 2, Rtt109 HAT inh -4 and Keap1 Nrf2 FP -2.
Cc1cc(NC(=O)c2ccc3c(c2)OCCO3)ccc1NC(=O)c1ccco1 was read as SR-BI uptake up -55, CAL PDZ FP-1 0.0, CAL PDZ FP-2 -3, LANA DNA inh -0.1, Rtt109 HAT inh -3 and Keap1 Nrf2 FP -1.
Screening Cc1noc(C)c1C(=O)NCc1ccco1 returned DAGLB inh -2, SR-BI uptake up -3, PKA-R2B act -2, Cardiac RTF inh -8, CAL PDZ FP-2 -6, LANA DNA inh 0.1, cardiac RTF act 0, Rtt109 HAT inh -4 and Keap1 Nrf2 FP 0.
For C=CCSc1nnc(COc2ccc(=O)n(-c3ccccc3)n2)n1CC the results were DAGLB inh 4, SR-BI uptake up -1, PKA-R2B act -7, Cardiac RTF inh 0, CAL PDZ FP-1 -0.3, CAL PDZ FP-2 5, LANA DNA inh 1.4, cardiac RTF act -1, Rtt109 HAT inh -7 and Keap1 Nrf2 FP 5.
For Cc1cc(=O)[nH]c2ccc(S(=O)(=O)Nc3ccccc3)cc12 the results were DAGLB inh 1, SR-BI uptake up 4, PKA-R2B act 7, Cardiac RTF inh -4, CAL PDZ FP-1 0.0, LANA DNA inh -0.3, cardiac RTF act 4, Rtt109 HAT inh 3 and Keap1 Nrf2 FP 3.
For O=C(Nc1ccc(F)cc1)C1CCN(c2nnnn2-c2ccccc2)CC1 the results were DAGLB inh -1, SR-BI uptake up -13, PKA-R2B act 6, Cardiac RTF inh -3, CAL PDZ FP-1 -1.5, CAL PDZ FP-2 -2, LANA DNA inh 1.6, cardiac RTF act 1, Rtt109 HAT inh 13 and Keap1 Nrf2 FP -6.
